EBI2 antag: EBI2 receptor antagonists, beta-arrestin recruitment, primary screen, cell-based, luminescence, 7a,25-OHC stimulation, uHTS | G-protein coupled receptor 183 (Homo sapiens), P32249 | 7a,25-OHC stimulated | inhibition, % at 5 µM | actives 0.81% (n = 360,000); in the data active = inhibition above about 38%;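 note: enzyme fragment complementation signal reports receptor beta-arrestin coupling in cells; 0% = agonist plus DMSO wells and 100% = wells without agonist; some results beyond the cut were filed as inactive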
Target sequence (P32249 whole entry, looked up, the tested form may be a part): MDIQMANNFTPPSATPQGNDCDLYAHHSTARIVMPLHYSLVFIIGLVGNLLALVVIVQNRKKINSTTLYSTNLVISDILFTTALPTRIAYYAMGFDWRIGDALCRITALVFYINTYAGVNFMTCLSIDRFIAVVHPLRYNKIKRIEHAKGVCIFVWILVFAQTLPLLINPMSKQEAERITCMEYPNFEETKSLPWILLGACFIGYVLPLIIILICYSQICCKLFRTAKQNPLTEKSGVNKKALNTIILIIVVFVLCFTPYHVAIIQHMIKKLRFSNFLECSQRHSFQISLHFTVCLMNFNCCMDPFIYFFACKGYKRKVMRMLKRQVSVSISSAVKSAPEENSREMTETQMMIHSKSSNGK
CCR6 antag: CCR6 receptor antagonists, primary screen, cell-based, CHO-K1, luminescence, beta-arrestin, uHTS. CHO-K1 CCR6 PathHunter beta-arrestin, CCL20-stimulated. inhibition, % at 20 µM. actives 0.49% (n = 340,000). AID 493098, 2011. C-C chemokine receptor type 6 (Homo sapiens), P51684;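 active = compounds whose inhibition of the agonist-driven luminescence signal at 20 µM reaches about 50%, limit read from the data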;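 note: cells stimulated with CCL20 at 14 nM final; plate controls were DMSO with CCL20 for no effect and DMSO without agonist for full effect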
Target sequence (P51684 whole entry, looked up): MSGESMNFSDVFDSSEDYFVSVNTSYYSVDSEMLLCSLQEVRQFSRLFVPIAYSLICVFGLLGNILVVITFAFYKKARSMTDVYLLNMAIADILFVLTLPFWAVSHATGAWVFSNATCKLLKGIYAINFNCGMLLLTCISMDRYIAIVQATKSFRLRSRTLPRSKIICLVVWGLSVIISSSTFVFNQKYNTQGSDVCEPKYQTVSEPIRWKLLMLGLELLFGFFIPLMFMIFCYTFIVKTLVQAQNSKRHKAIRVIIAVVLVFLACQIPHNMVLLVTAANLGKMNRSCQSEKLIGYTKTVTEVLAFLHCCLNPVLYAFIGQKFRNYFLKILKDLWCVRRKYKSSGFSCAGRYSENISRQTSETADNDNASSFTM
697 NFkB inh: inhibitors of PMA/ionomycin-induced NF-kB reporter, 697 cells, primary screen, B-cell NF-kB inhibitor project, cell-based, luminescence, uHTS; 697 B-cell NF-kB luciferase reporter, 16 h; inhibition, % at 4 µM; actives 0.33% (n = 330,000); AID 435022, 2010; in the data active = inhibition above about 35%
Jurkat NFkB inh: inhibitors of induced NF-kB luciferase reporter, primary screen, TCR NF-kB activation inhibitor project, cell-based, luminescence, uHTS. Jurkat, PMA/ionomycin-induced NF-kB luciferase reporter. inhibition, % at 4 µM. actives 0.53% (n = 330,000); in the data active = inhibition above about 50%
UPR XBP1 act: activators of adaptive XBP1 UPR arm, primary screen, cell-based, CHO-XBP1 luciferase reporter, luminescence, uHTS; activation, % at 20 µM; actives 0.33% (n = 330,000); AID 463104, 2010; IRE1-XBP1 UPR activation; percent of tunicamycin response, DMSO as zero;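 active = versus positive control, 20 µM dose yields 30% or more activation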;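 note: 100% = tunicamycin at 10 µg/mL and 0% = DMSO only wells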
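Signal: luciferase luminescence; Assay system: CHO-XBP1 luciferase reporter cells; Amount: one thousand reporter cells per well; Dosing: 20 µM single concentration, DMSO 1%; Benchmarks: high control tunicamycin 10 µg/mL final, low control DMSO vehicle only; Schedule: 6 h compound exposure at 37 °C, 5% CO2; Evaluation: percent activation relative to tunicamycin reference.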
CXCR6 block: CXCR6 receptor inhibitors, primary screen, cell-based, beta-arrestin, luminescence, CHO-K1 PathHunter, 1536-well; C-X-C chemokine receptor type 6 (Homo sapiens), O00574; inhibition, % at 20 µM; actives 0.36% (n = 360,000); AID 602244, 2012; in the data active = inhibition above about 34%, passing the limit was not always enough;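 note: antagonist mode with CXCL16 agonist at 10 nM final; 0% = 10 nM CXCL16 with DMSO and 100% = unstimulated wells without agonist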
Target sequence (O00574 whole entry, looked up): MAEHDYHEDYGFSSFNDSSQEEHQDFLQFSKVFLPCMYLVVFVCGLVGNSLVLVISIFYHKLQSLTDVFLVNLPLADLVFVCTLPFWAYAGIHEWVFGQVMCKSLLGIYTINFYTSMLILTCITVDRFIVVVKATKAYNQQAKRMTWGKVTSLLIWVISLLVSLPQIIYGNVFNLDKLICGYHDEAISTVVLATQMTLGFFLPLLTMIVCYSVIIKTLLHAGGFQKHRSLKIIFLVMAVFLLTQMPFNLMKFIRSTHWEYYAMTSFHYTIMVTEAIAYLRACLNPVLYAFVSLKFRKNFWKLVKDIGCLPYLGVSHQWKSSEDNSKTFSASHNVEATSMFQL
Gli-Sufu antag: Gli-Sufu pathway antagonists, primary screen, luciferase luminescence, Sufu-KO-LIGHT cells, uHTS. Sufu-KO-LIGHT fibroblasts, Gli luciferase reporter luminescence. inhibition, % at 5 µM. actives 0.74% (n = 340,000). AID 588413, 2011;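 active = inhibition above about 55%, limit read from the data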;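 note: 0% = DMSO-treated cells and 100% = wells with medium but no cells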
CHOP UPR activ: activators of apoptotic CHOP UPR arm, primary screen, cell-based, CHO-CHOP luciferase reporter, luminescence, uHTS. activation, % at 10 µM. AID 449763, 2010. UPR activation; percent of tunicamycin response over DMSO baseline. actives 0.34% (n = 330,000);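 active = at 10 µM dose, activation of 40% or more, normalized to positive control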;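 note: 100% = tunicamycin at 10 µg/mL and 0% = DMSO alone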
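Test system: CHO-CHOP cells, stable luciferase reporter of PERK-eIF2a-CHOP signalling | Quantity: 500 CHO-CHOP cells per well | Buffer or medium: F12 plus 10% serum | Compound dosing: 10 µM single point, 0.5% DMSO | Schedule: 6 h compound treatment, 37 °C | Signal: Luciferase luminescence | Control set: Tunicamycin high control, DMSO low control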
Mdm2-MdmX inh: inhibitors of human Mdm2-MdmX association, primary screen, cell-based, luminescence, split luciferase, SaOS-2, uHTS; Protein Mdm4 (Homo sapiens) + E3 ubiquitin-protein ligase Mdm2 (Homo sapiens), …; SaOS-2 split-luciferase Mdm2/MdmX complementation; inhibition, % at 8 µM; actives 3% (n = 330,000); AID 485346, 2010;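 active = inhibition of at least 50% at 8 µM in the primary screen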
* = called active by the depositor; . = no result given.

Compound | EBI2 antag | CCR6 antag | 697 NFkB inh | Jurkat NFkB inh | UPR XBP1 act | CXCR6 block | Gli-Sufu antag | CHOP UPR activ | Mdm2-MdmX inh
COc1ccccc1N1CCN(C(=O)CSc2nc3ccccc3o2)CC1 | -2 | 8 | 5 | 1 | 2 | 2 | -1 | 1.1 | -6
Cc1nnc(SCc2cccc(Cl)c2)n(N)c1=O | 4 | -1 | 1 | 2 | -1 | 2 | -3 | -0.7 | 1
Cc1ccc2c(c1)c1c(n2CC(O)CNC2CCCC2)CCCC1 (stereo unspecified) | -15 | -11 | 8 | 8 | 5 | -12 | 9 | 0.6 | 57*
Cc1ccc(Cn2nnc3c(=O)[nH]c(C4CCN(C(=O)c5cccs5)CC4)nc32)cc1 | -5 | 12 | -6 | 7 | 0 | -7 | -12 | 1.0 | -9
CCOc1ccc(CNC(=O)CS(=O)(=O)Cc2nc(-c3ccc(OC)cc3)oc2C)cc1 | -6 | 9 | -50 | -13 | -1 | 0 | -7 | -0.1 | -13
Cn1cc(Cl)c(C(=O)OCC(=O)Nc2cccc(Cl)c2)n1 | -8 | -4 | -14 | -8 | 2 | -4 | -4 | -1.1 | -2
S=c1[nH]nc(-c2ccncc2)n1Cc1ccccc1 | 10 | 2 | 13 | -1 | -1 | -2 | 6 | -0.8 | 6
COc1ccc(OC2CCN(S(=O)(=O)c3ccc(F)cc3)CC2)cc1 | 12 | 16 | 12 | -9 | -3 | -15 | 31 | -0.3 | -3
COc1cc(OC)cc(C(=O)NCC2CCCO2)c1 (stereo unspecified) | 2 | 2 | 8 | 2 | -6 | 4 | 0 | -0.8 | 9
COc1cc2c(cc1OC)CN(C(C)C(=O)Nc1cccc(S(=O)(=O)N3CCOCC3)c1)CC2 (stereo unspecified) | -10 | 13 | 25 | 9 | -1 | -6 | 1 | -1.0 | 22
CCOCCCNC(=O)c1cccc(NC(=O)C2=C(C)OCCS2)c1 | 3 | 11 | 14 | 10 | -4 | -12 | -3 | 1.9 | -11
CC(=O)NCCC(=O)Nc1cccc(S(=O)(=O)N(C)c2ccccc2)c1 | -5 | 16 | 19 | -3 | -2 | 1 | 3 | -0.3 | 7
N/C(Cc1cccs1)=N\OC(=O)COc1ccc(Br)cc1Cl | 9 | 10 | -74 | -45 | 3 | -12 | -56 | 5.8 | -58
CC1=C(C(=O)Nc2ccccc2)C(c2ccc(C)o2)n2c(s/c(=C\c3ccco3)c2=O)=N1 (stereo unspecified) | 23 | 23 | -43 | 1 | -2 | 3 | 13 | 2.5 | -29
Cc1cc(C)c(NC(=O)CS(=O)CC(=O)Nc2ccc(-n3cnnn3)c(C)c2)c(C)c1 (stereo unspecified) | -2 | 9 | -3 | 3 | -3 | 2 | -12 | -1.7 | 19
O=C(Nc1ccc(N2CCOCC2)cc1)c1ccc(Br)o1 | -8 | 4 | -104 | -89 | -8 | -3 | -31 | 0.9 | -73
COc1ccc(OCC(=O)Nc2ccc3c(c2)nc(CCN2CCC(C)CC2)n3C)cc1 | -9 | 1 | -4 | -17 | -1 | 2 | 18 | 0.8 | 9
Nc1ccn(C2OC(COC(=O)C34CC5CC(CC(C5)C3)C4)C(O)C2O)c(=O)n1 (stereo unspecified) | 7 | 9 | . | . | . | -2 | 24 | . | .
Cc1ccc(F)cc1NC(=O)CSCc1c(C)noc1C | 8 | 8 | 14 | 8 | -2 | 3 | 7 | -1.1 | 15
CN(CCOc1ccccc1)CC(=O)Nc1ccc(Br)cc1F | -6 | 9 | -1 | 1 | 2 | 3 | -7 | 1.8 | 7

Other results follow:
Compound | EBI2 antag | CCR6 antag | 697 NFkB inh | Jurkat NFkB inh | UPR XBP1 act | CXCR6 block | Gli-Sufu antag | CHOP UPR activ | Mdm2-MdmX inh
COc1ccc(CCNC(=O)C2CCN(S(=O)(=O)N3CCC4(CC3)OCCO4)CC2)cc1OC | -4 | 4 | -52 | 16 | -1 | -2 | 0 | 3.9 | 4
O=C(c1ccc(C(F)(F)F)cc1)C1CCCN(C(=O)CN2C(=O)CSC2=O)C1 (stereo unspecified) | -8 | 13 | 4 | -45 | -1 | 1 | -6 | 2.7 | -11
CN(C)S(=O)(=O)Oc1ccc(C(=O)Nc2ccc([N+](=O)[O-])cc2)cc1 | 11 | 10 | 2 | 6 | 0 | 0 | 6 | 2.4 | 35
CN(C)c1nc(N)nc(/C(C#N)=C/C2CC3C=CC2C3)n1 (stereo unspecified) | -1 | 25 | -5 | 3 | 2 | 5 | -3 | 3.0 | -18
COc1cc(C(=O)NC(=S)N(C)Cc2ccccc2)cc(OC)c1OC | 2 | 9 | 10 | 8 | -1 | 5 | 2 | -1.3 | 8
Cc1ccc(C)c(-c2nnc(NC(=O)CCS(=O)(=O)c3ccccc3)o2)c1 | 3 | 9 | -1 | 14 | 3 | 1 | 0 | 0.6 | 38
O=C(NNC(=O)c1cccc(S(=O)(=O)N2CCCCC2)c1)c1ccccc1 | -2 | 0 | 1 | 0 | 1 | 2 | 0 | -2.4 | 16
CCOc1ccccc1CNC(=O)c1ccc2c(c1)N(CC)CCS2 | 4 | 5 | -8 | -4 | 0 | -8 | -13 | 2.5 | 6
CN(C)N1C(=O)CC(N2CCCCC2)C1=O (stereo unspecified) | 5 | 1 | 7 | 12 | -4 | 2 | 1 | 0.8 | 17
CC(C)[C@@]1(c2ccccc2)ON(c2ccccc2C(F)(F)F)C1=O | . | . | 14 | 3 | -3 | . | . | 1.3 | 37
Clc1ccc(-c2nnc3sc(-c4ccc(Br)o4)nn23)c(Cl)c1 | 12 | 8 | 1 | -6 | -5 | 1 | -2 | -3.7 | 25
Cc1nn(C(C)C(=O)NNC(=S)Nc2ccc(Cl)cc2)c(C)c1[N+](=O)[O-] (stereo unspecified) | -1 | 23 | 31 | -6 | -1 | 8 | -2 | 2.2 | -24
CCOc1ccc(OCc2cccc(C(=O)Nc3ccc(CN4CCCCC4)cc3)c2)cc1 | 3 | 39 | -1 | -18 | -7 | -15 | -54 | -1.5 | 46
FC(F)Oc1ccccc1NC(=S)Nc1cccnc1 | 6 | 7 | 8 | 6 | 4 | -9 | -7 | 0.4 | 10
Cc1cccc2nc(CSc3nncn3-c3ccccc3)cn12 | -10 | 18 | 24 | -9 | -4 | 5 | 3 | -0.9 | 9
CCCN1CCN(S(=O)(=O)c2cn(C)nc2C)CC1 | -5 | -8 | -33 | 16 | 5 | 3 | 5 | -0.1 | 4
NC(=O)CC1SC(N)=NC1=O (stereo unspecified) | 1 | 10 | 13 | 14 | 2 | 2 | -6 | 1.5 | 19
CNc1nc(C)c(C#N)cc1C(C)=O | -10 | -9 | 5 | 9 | 2 | 1 | 1 | -0.1 | -15
COC(=O)CCC(=O)OC1(C)C(=O)C=C2C=C(C3CC3)N(Cc3ccco3)C=C2C1=O (stereo unspecified) | -10 | -13 | 0 | 5 | -4 | -16 | 14 | 2.0 | 17
COc1ccc(CNC(=O)c2cccc(N3CCCC3=O)c2)cc1 | 2 | -5 | 21 | 2 | -2 | 4 | -1 | -2.3 | 11

Some of the entries so far, as labelled records.
CCOc1ccccc1CNC(=O)c1ccc2c(c1)N(CC)CCS2
- EBI2 antag: 4
- CCR6 antag: 5
- 697 NFkB inh: -8
- Jurkat NFkB inh: -4
- UPR XBP1 act: 0
- CXCR6 block: -8
- Gli-Sufu antag: -13
- CHOP UPR activ: 2.5
- Mdm2-MdmX inh: 6

CN(C)N1C(=O)CC(N2CCCCC2)C1=O (stereo unspecified)
- EBI2 antag: 5
- CCR6 antag: 1
- 697 NFkB inh: 7
- Jurkat NFkB inh: 12
- UPR XBP1 act: -4
- CXCR6 block: 2
- Gli-Sufu antag: 1
- CHOP UPR activ: 0.8
- Mdm2-MdmX inh: 17

(further entries)
Compound | EBI2 antag | CCR6 antag | 697 NFkB inh | Jurkat NFkB inh | UPR XBP1 act | CXCR6 block | Gli-Sufu antag | CHOP UPR activ | Mdm2-MdmX inh
CCOC(=O)c1cc(-c2ccc(F)cc2)n(CC(=O)NC(C)CC)c1C (stereo unspecified) | -4 | 10 | -8 | 17 | -2 | -1 | 26 | -1.8 | 20
O=C(Nc1ccc(Br)cc1)Nc1ccccc1F | 2 | 5 | -164 | -131 | 3 | -14 | -22 | 3.1 | -226
Cc1cc(C)c(S(=O)(=O)N2CCCC(C(=O)N3CCCC3)C2)c(C)c1 (stereo unspecified) | 9 | 8 | 1 | 2 | -6 | -2 | -1 | 0.1 | 15
CCC(=O)NC(=S)N1CCN(c2ccc([N+](=O)[O-])cc2Cl)CC1 | 0 | -10 | 12 | 8 | -1 | -1 | -1 | 1.2 | -15
COCCCN(C(=S)Nc1c(C)cc(C)cc1C)C(C)c1ccccn1 (stereo unspecified) | -5 | -5 | 9 | -2 | -3 | -4 | -7 | 0.8 | 7
CN1CC(=O)N(CC(=O)Nc2cc(Cl)cc(Cl)c2)C1=O | 7 | -7 | 16 | 12 | -5 | -2 | -6 | -1.8 | 17
COCCNC(=O)c1c[nH]c2ccc(S(=O)(=O)N3CCc4ccccc43)cc2c1=O | -1 | -2 | 12 | -6 | -2 | -10 | 8 | 0.3 | 21
O=C(Cn1nnc2ccccc21)NNC(=S)NC1CCCCC1 | -1 | 12 | -1 | 12 | 3 | 9 | -20 | -0.5 | 11
COc1ccc2cc(C(N)=O)c(=Nc3ccccc3)oc2c1 | -3 | 11 | -120 | -34 | 8 | -2 | -50 | 3.3 | -5
CC1=C(C(=O)NCc2ccccc2)C(c2cccs2)n2ncnc2N1 (stereo unspecified) | -5 | 7 | 7 | 0 | -1 | -6 | 7 | -2.2 | 18
Cc1ccc(NS(=O)(=O)c2ccc3c(c2)NC(=O)CC(=O)N3)cc1C | -6 | 15 | -5 | 8 | 1 | -2 | 3 | 2.0 | -11
O=S(=O)(Cc1ccccc1)Nc1ccc(S(=O)(=O)NCC2CCCO2)cc1 (stereo unspecified) | 2 | -4 | 8 | -11 | 0 | -1 | -1 | -2.4 | -15
COc1ccc(F)cc1S(=O)(=O)Nc1ccc2c(c1)OCCO2 | -14 | 1 | 2 | -10 | -4 | 0 | -16 | -2.5 | -6
Cc1ccc(S(=O)(=O)N=Nc2c(O)[nH]c3ccccc23)cc1C | 3 | 0 | -7 | -9 | 0 | 8 | 5 | -2.2 | -7
CCOc1ccccc1C(=O)Nc1ccc2nc3n(c(=O)c2c1)CCCCC3 | 7 | 5 | -29 | -33 | 13 | 0 | 26 | -0.1 | 11
C=CCn1c(SCC(=O)N(C)C2CCS(=O)(=O)C2)nnc1-c1ccccc1 (stereo unspecified) | 8 | 2 | -4 | 0 | 3 | -3 | -6 | 2.0 | 11
CCCCN(CCCC)S(=O)(=O)c1ccc(NC(=O)c2ccc([N+](=O)[O-])cc2Cl)cc1 | 14 | 1 | . | . | . | -12 | 15 | . | .

High-throughput results: PubChem, Sanford-Burnham Center for Chemical Genomics
